# Screens as filed in PubChem.
# TEAD-YAP block: TEAD-YAP interaction inhibition; HEK-TIYL cells, TEAD-Gal4/YAP UAS-luciferase luminescence; inhibition, % at 9.12 µM; 1.4% of 640,000 active; in the data active = inhibition above about 32%;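 also: 0% = median of test compound wells and 100% = reference inhibitor wells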
# FBW7 activator: activators of human E3 ligase FBW7; 0.13% of 650,000 active; normalized activity (activation), % at 26.1 µM; AID 1259310; AlphaScreen FBW7–phospho-cyclin E peptide binding, activator screen; Q969H0; in the data active = normalized activity above about 1.9%;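 also: purified mutant Fbw7 with reduced substrate affinity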
# Target sequence (Q969H0 whole entry, looked up): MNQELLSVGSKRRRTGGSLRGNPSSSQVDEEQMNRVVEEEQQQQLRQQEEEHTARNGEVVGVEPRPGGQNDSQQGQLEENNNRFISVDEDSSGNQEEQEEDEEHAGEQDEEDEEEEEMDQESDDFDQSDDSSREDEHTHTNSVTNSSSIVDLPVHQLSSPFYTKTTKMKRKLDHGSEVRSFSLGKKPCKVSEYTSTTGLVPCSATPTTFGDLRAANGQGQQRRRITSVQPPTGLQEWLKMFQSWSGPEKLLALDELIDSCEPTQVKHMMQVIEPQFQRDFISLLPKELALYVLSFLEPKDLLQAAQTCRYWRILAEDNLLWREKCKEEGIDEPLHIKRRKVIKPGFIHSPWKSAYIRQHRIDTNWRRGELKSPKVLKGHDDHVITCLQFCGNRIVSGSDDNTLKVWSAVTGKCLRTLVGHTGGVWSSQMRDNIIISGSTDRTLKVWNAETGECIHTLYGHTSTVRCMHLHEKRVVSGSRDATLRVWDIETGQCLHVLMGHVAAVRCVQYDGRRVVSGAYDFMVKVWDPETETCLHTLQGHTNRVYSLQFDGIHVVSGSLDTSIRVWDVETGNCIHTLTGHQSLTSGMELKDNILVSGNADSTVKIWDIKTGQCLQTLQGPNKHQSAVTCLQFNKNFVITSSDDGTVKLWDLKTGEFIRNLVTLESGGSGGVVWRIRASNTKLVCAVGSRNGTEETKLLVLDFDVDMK
# GPR151 ag: human GPR151 activation. 1% of 650,000 active. activation, % at 11.2 µM. AID 1508602. PathHunter beta-arrestin GPR151 cells, luminescence. Q8TDV0; in the data active = activation above about 4.9%;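 also: 0% = median of compound wells and 100% = cells with positive control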
# Target sequence (Q8TDV0 whole entry, looked up): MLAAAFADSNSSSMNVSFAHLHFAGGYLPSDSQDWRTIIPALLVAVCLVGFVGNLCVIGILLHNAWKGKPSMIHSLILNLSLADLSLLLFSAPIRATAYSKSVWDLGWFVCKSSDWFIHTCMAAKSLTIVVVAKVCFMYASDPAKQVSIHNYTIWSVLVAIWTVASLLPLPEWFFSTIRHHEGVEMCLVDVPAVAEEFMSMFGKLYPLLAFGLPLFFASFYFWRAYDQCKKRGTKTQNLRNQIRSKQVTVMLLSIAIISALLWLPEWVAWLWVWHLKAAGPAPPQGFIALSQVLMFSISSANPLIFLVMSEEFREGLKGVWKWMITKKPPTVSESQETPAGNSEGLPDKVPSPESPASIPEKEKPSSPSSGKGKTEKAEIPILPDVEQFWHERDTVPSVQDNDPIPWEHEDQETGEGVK
# MITF primary: inhibitors of human MITF; O75030; AlphaScreen MITF homodimerization, bead proximity signal; inhibition, % at 2.6 µM; 0.91% of 650,000 active; in the data active = inhibition above about 50%;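 also: 0% = vehicle wells with protein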
# The depositor's hits bear a star; & = joins results of further samples. Hits appear at their usual frequency; 3.5% or so of the library scored in one or more.
SMILES,TEAD-YAP block,FBW7 activator,GPR151 ag,MITF primary
CCCCC(=O)Nc1ccc(NC(=O)C23CC4CC(CC(C4)C2)C3)cn1,-6,0.0,0.9,5
O=C(O)C1CCCCC1c1nc2ccccc2s1 (stereo not drawn),-3,0.0,1.8,6
Cc1sc2ncnc(N3CCOCC3)c2c1C,-8,0.0,0.4,-7
Cc1cc(NC(=O)c2cc(-c3ccc(Cl)cc3)on2)no1,6,0.1,2.2,1
Cc1cccn2c(CN3CCN(c4ccccc4)CC3)c(C(=O)N3CCCCC3)nc12,-3,0.1,0.6,-2
CC1CC(C)CN(Cc2nc3c(c(=O)n(C)c(=O)n3C)n2Cc2ccc(Cl)cc2)C1 (stereo not drawn),-6,0.2,1.2,-8
COc1ccc(C2=C/C(=C\c3ccc(C)o3)C(=O)O2)c(OC)c1,6,0.5,-0.9,16
CC(=O)N1CCn2c1nc1ccccc12,4,-0.1,1.0,4
O=C(NCC1(N2CCCCC2)CCCCC1)C1CCN(C(=O)Nc2ccccc2)CC1,-2,0.2,1.6,-20
CN(C(=O)C1CCC1)c1nnc(-c2ccncc2)s1,-33,-0.4,0.7,-4
O=C(CCc1ccccc1)N1CC[C@@H]2[C@H](CCCN2C(=O)Cc2ccsc2)C1,-3,-0.1,-0.8,-2
COCCn1c(SCC(=O)Nc2cccc(Cl)c2)nnc1-c1c[nH]c2ccccc12,5,0.3,0.3,-19
CCN(c1cccc(C)c1)S(=O)(=O)c1ccc2[nH]cc(C(=O)NCc3ccccc3OC)c(=O)c2c1,8,0.4,-0.5,22
Cc1ccc2nc(CSc3nc(C)nc4scc(-c5cccs5)c34)cc(=O)n2c1,1,0.1,-1.4,43
COc1ccc(NC(=O)C(=O)NNC(=O)c2ccccc2OC)c(OC)c1,6,-0.3,0.4,-8
CCOc1ccc(C2C(C(=O)Nc3cccc(F)c3)=C(C)NC3=C2C(=O)CCC3)cc1 (stereo not drawn),-1,0.2,0.3,12
Cc1ccc(Nc2nc(Nc3ccc(C)cc3)nc(-n3ccn(C)c3=S)n2)cc1,2,0.1,0.2,12
O=C(N/N=C/c1cccs1)C1COc2ccccc2O1 (stereo not drawn),16,-0.1,-1.0,11
CCCS(=O)(=O)NCCc1cc2ccc(C)c(C)c2[nH]c1=O,-28,-0.2,-0.2,6
COc1ccc(N2C(=O)C(F)(F)C2c2ccc(C)cc2)cc1OC (stereo not drawn),-5,-0.1,0.1,-5
CCc1cccc(CC)c1NS(=O)(=O)c1ccc2c(c1)OCCO2,2,0.5,0.3,21
CCCC1(C2CCN(C(=O)Cc3c(C)noc3C)CC2)NC(=O)N(Cc2ccco2)C1=O (stereo not drawn),-2,0.0,0.1,-6
O=c1[nH]c(-c2cccc(Br)c2)nc2sc3c(c12)CCCC3,5,-0.1,-0.8,2
Cc1ccc(-c2ccc(C(=O)N3CCN(C)CC3)c(N3CCOCC3)n2)cc1C,-15,-0.1,0.2,8
CCOc1ccc(NC(=O)c2ccccc2NS(=O)(=O)c2ccccc2)cc1,8,-0.1,-0.4,20
COc1ccc(CN2CCNC(=O)C2CC(=O)NCCc2cscn2)cc1OC (stereo not drawn),4,-0.2,-0.2,-4
COc1ccc(C2(C(=O)NC(C)C)CCCC2)cc1OC,4,0.0,0.8,14
CN(CC(=O)Nc1cccc(F)c1)CC(=O)Nc1cccc2ccccc12,1,-0.2,1.4,-1
CC1CCCN(Cc2cc(Cl)ccc2[N+](=O)[O-])C1 (stereo not drawn),-7,-0.1,1.3,6
COc1ccccc1-c1cc(C(=O)N2CCN(C(=O)c3ccco3)CC2)[nH]n1,-2,-0.1,4.6,4
CCOc1ccc(-n2c(=O)[nH]c3sc(C(C)=O)c(C)c3c2=O)cc1,-3,0.0,0.0,-7
CC(C)(C)c1cc(-c2nc(-c3ccc4c(c3)sc3ccccc34)c(-c3ccccc3)[nH]2)cc(C(C)(C)C)c1O,5,0.0,-0.8,4
Cc1ccccc1SCC(Nc1ccc(C(=O)O)cc1[N+](=O)[O-])C(=O)O (stereo not drawn),-6,-0.3,-0.1,2
O=Cc1c(C(=O)O)[nH]c2ccc(F)cc12,2,0.0,-0.8,-5
CCOC(=O)C1=C(C)N=c2s/c(=C\c3ccc(-c4cc(Cl)ccc4C)o3)c(=O)n2C1c1ccccc1OC (stereo not drawn),-3,-0.1,-0.7,-6
N#C/C(=C\c1coc2ccccc2c1=O)C(=O)NCc1ccco1,0,-0.1,0.6,-5
CC(C)Oc1ccc2c(=O)c(-c3ccc(F)cc3)coc2c1,-29,-0.2,-1.7,-5
COCCN1C(=O)/C(=C/c2ccccc2O)SC1=S,8,0.1,1.9,9
Cc1ccc(OCCSc2ncnc3nc[nH]c23)cc1,-38,0.0,1.6,17
CC(=O)c1ccc(NC(=O)C(C)NCc2ccc(C)cc2)cc1 (stereo not drawn),-34,0.1,0.1,76*
COc1ccc(S(=O)(=O)NCC(c2cccnc2)N2CCOCC2)cc1C (stereo not drawn),-1,-0.5,-0.9,8
O=C(CSC1=NCCS1)Nc1cccc(C(F)(F)F)c1,-7,-0.1,1.3,-2
CN(C)/N=C/C=C1\CC/C(=C\c2cccs2)C1=O,-14,-0.6,0.1,-24
COC(=O)C1=C(C)NC2=C(C(=O)CCC2)C1c1cc(OC)c(OC)cc1OC (stereo not drawn),14,0.2,-0.8,2
COc1cc(C(C[N+](=O)[O-])c2c(-c3ccccc3)n(O)c3ccccc23)cc(OC)c1OC (stereo not drawn),-10,0.1,-0.7,7
CC(C)OC(=O)CCC/C=C\C[C@@H]1[C@@H](CC[C@@H](O)CCc2ccccc2)[C@H](O)C[C@@H]1O,1&13,-0.1&0.1,-1.1&0.9,-1&-9
CCN(CC)CCOC(=O)c1ccc(N=Cc2c(O)n(C)c(=O)n(C)c2=O)cc1,-2,0.0,-0.5,-11
CCOc1cc(/C=C2/C(=N)N3C=CSC3=NC2=O)ccc1OCCCOc1ccccc1OC,-8,-0.2,-1.5,9
COc1ccccc1CN1CC(C(=O)NCC2CCCO2)CC1=O (stereo not drawn),-1,0.4,-0.2,9
O=C(Cc1ccc(Br)cc1)OCc1cccc([N+](=O)[O-])c1,5,-0.1,-0.3,-3
COc1ccc(C(=O)N2CC(C)CC(C)C2)cc1[N+](=O)[O-] (stereo not drawn),-10,0.1,-1.2,17
COc1cccc2c1OC1(C)CC2NC(=O)N1c1cccc(F)c1 (stereo not drawn),9,0.0,0.8,1
CCCCSc1nnc2c(n1)OC(c1ccco1)Nc1ccccc1-2 (stereo not drawn),-34,0.0,-1.8,-3
O=C(Nc1nnc(SCC(=O)N2CCc3ccccc32)s1)C1CC1,9,0.1,2.4,-11
Cc1cc(=O)[nH]c2nnc(SCc3ccccc3Cl)n12,-2,-0.1,0.0,-2
O=c1c2ccccc2nc(/C=C/c2ccc(OCc3ccc(Cl)c(Cl)c3)cc2)n1-c1ccc(F)cc1,-4,0.0,0.8,-3
O=C1NC(=O)C(c2ccccc2)(c2ccccc2)N1,7&-1&4,0.1&-0.2&0.3&0.2,0.7&1.9&0.0&-0.2,8&-2&-3&7
O=C(NCc1cccc(CNC(=O)Nc2cccc(O)c2)c1)Nc1cccc(O)c1,1,-0.1,-1.3,3
CC1CN(c2nc(N)c3c(N)nc4c(c3c2C#N)CC(=O)N4c2ccccc2)CC(C)O1 (stereo not drawn),4,-0.2,0.5,-6
Cc1occc1C(=O)N1CCC(Oc2ccc(C(=O)NCCc3ccccc3)cc2)CC1,11,0.0,0.3,4
# (next part)
SMILES,TEAD-YAP block,FBW7 activator,GPR151 ag,MITF primary
Cc1[nH]c2ccc(CNC(=O)c3ccc4ncccc4c3)cc2c1C,8,-0.2,0.4,5
Cc1ccc2cc(C)c3nn(CC(=O)NC4CC4)c(=O)n3c2c1C,-3,0.0,0.0,1
CCOc1cccc(C2CC(c3ccc4c(c3)OCO4)=NC(c3ccccc3F)N2)c1O (stereo not drawn),-49,-0.4,-0.3,1
COc1ccccc1CNC(=O)C(C)n1ncn2cccc2c1=O (stereo not drawn),-10,-0.1,-0.5,4
CCOC(=O)c1c(NC(=O)C(C)(C)C)sc2c1CCN(C(=O)OCC)C2,8,0.1,0.4,-2
O=c1oc(-c2ccccc2Br)nc2ccc(Br)cc12,-6,-0.2,-1.7,-13
Cn1c(SCC(=O)Nc2nc3ccccc3s2)nnc1C1CC1,-26,0.0,-0.1,-3
CCOc1ccc(-c2nc3s/c(=C\c4cccnc4)c(=O)n3n2)cc1,-1,0.2,2.5,11
CCOc1ccc(OCCCCn2ccnc2)cc1,-7,0.0,-0.9,16
CCn1nc(-c2ccc(Cl)c(Cl)c2)nc2c(=O)n(C)c(=O)nc1-2,-40,-0.4,-9.2,3
CCOc1ccc(C=C2C(=O)c3ccccc3C2=O)cc1,-2,-0.3,0.5,-2
Cc1cccc(NC(=O)c2cc(N3C(=O)CCC3=O)ccc2N2CCCCC2)c1,4,-0.1,8.2*,-14

# Arranged by length of the SMILES (rising): part of the list above.
SMILES,TEAD-YAP block,FBW7 activator,GPR151 ag,MITF primary
CCOc1ccc(OCCCCn2ccnc2)cc1,-7,0.0,-0.9,16
O=c1oc(-c2ccccc2Br)nc2ccc(Br)cc12,-6,-0.2,-1.7,-13
CCOc1ccc(C=C2C(=O)c3ccccc3C2=O)cc1,-2,-0.3,0.5,-2
Cn1c(SCC(=O)Nc2nc3ccccc3s2)nnc1C1CC1,-26,0.0,-0.1,-3
Cc1[nH]c2ccc(CNC(=O)c3ccc4ncccc4c3)cc2c1C,8,-0.2,0.4,5
Cc1ccc2cc(C)c3nn(CC(=O)NC4CC4)c(=O)n3c2c1C,-3,0.0,0.0,1
CCOc1ccc(-c2nc3s/c(=C\c4cccnc4)c(=O)n3n2)cc1,-1,0.2,2.5,11
CCn1nc(-c2ccc(Cl)c(Cl)c2)nc2c(=O)n(C)c(=O)nc1-2,-40,-0.4,-9.2,3
O=C(NCc1cccc(CNC(=O)Nc2cccc(O)c2)c1)Nc1cccc(O)c1,1,-0.1,-1.3,3
Cc1occc1C(=O)N1CCC(Oc2ccc(C(=O)NCCc3ccccc3)cc2)CC1,11,0.0,0.3,4
CCOc1cccc(C2CC(c3ccc4c(c3)OCO4)=NC(c3ccccc3F)N2)c1O (stereo not drawn),-49,-0.4,-0.3,1
CC1CN(c2nc(N)c3c(N)nc4c(c3c2C#N)CC(=O)N4c2ccccc2)CC(C)O1 (stereo not drawn),4,-0.2,0.5,-6

# Further records follow.
SMILES,TEAD-YAP block,FBW7 activator,GPR151 ag,MITF primary
CCc1ccc(-c2c3c4n(c(-c5ccc(OC)cc5)nn4c2C(=S)Nc2ccccc2)CCCC3)cc1,8,0.1,-0.9,3
NC(=O)c1ccc(-c2cc(NCCc3ccc(O)cc3)ncn2)cc1,5,-0.1,-0.9,9
c1ccc(N2CCN(Cc3nnnn3Cc3ccco3)CC2)cc1,0,-0.1,1.1,0
Cc1[nH]c(=O)[nH]c(=O)c1S(=O)(=O)N1CCc2ccccc2C1,15,0.1,-1.5,7
CCOCCCNC(=O)c1c(N)n(-c2cccc(C(C)=O)c2)c2nc3ccccc3nc12,22,0.7,-0.1,-7
CC(C)OCCCNC(=O)CCCCCn1c(=O)[nH]c2ccsc2c1=O,11,0.4,1.0,9
COc1ccc(-c2cnc3[nH]c(=O)n([C@H](C)c4ccccc4)c3n2)c(OC)c1OC,0,-0.3,-0.5,10
COC(=O)c1c(N)sc2c1CCN(Cc1ccccc1)C2,7,0.0,-1.8,16
COCCNC(=O)c1ccc(/C=C2\Oc3ccccc3N(Cc3ccccc3F)C2=O)cc1,1,0.1,0.2,-25
O=C1OC(c2ccccc2[N+](=O)[O-])=N/C1=C\c1ccccc1Cl,-7,0.1,0.2,-2
O=C(O)c1nc2nnc([N+](=O)[O-])c(=O)n2[nH]1,9,1.4,-0.7,15
CCOc1ccc(C(=O)Nc2cccc(-c3nc4ncccc4o3)c2C)cc1Br,5,0.4,-0.7,15
CC(C)(C)C(=O)Nc1ccc(C(=O)O)cc1,-2,1.4,0.4,12
COc1ccccc1C(=O)CSc1ncccn1,-27,0.1,2.4,-11
COc1ccc(C(=O)N2CCC(n3nccc3NC(=O)C3CC3)CC2)cc1F,0,-0.1,-1.5,2
C/C(=N/NC(=O)CCCC(=O)O)c1c(-c2ccccc2)c2cc(Cl)ccc2[nH]c1=O,11,0.8,3.8,4
CN1C2=C(C(=O)CC(C)(C)C2)C(c2ccc(OCc3ccccc3F)cc2)C2=C1CC(C)(C)CC2=O,2,0.6,0.1,10
COc1ccc(-c2nc3c[n+](CC(N)=O)ccn3c2Nc2ccccc2C)cc1,-7,0.0,6.7*,13
CCC(C)/C(C)=N/NC(=O)COc1ccc(C#N)cc1 (stereo not drawn),4,0.0,-0.1,-3
COc1ccc(CCNC(=S)Nc2ccc(C(=O)O)cc2)cc1OC,-4,-0.1,1.7,-8
O=C(NCc1ccccc1)N1CCC(CO)(Cc2cccc(F)c2)CC1,-5,0.0,-0.1,7
Nc1cccc(-c2nc(C(=O)NCc3cccc(C(F)(F)F)c3)cs2)c1,13,0.6,-1.5,19
CCC(Oc1ccc(Cl)cc1C)C(=O)O (stereo not drawn),8,-0.1,2.7,3
Cc1c(/C=C/c2nc3ccccc3c(=O)n2Cc2ccccc2)c2ccccc2n1C,-1,0.0,0.0,0
CC(=O)OCCN(C)c1cc(SC2CCCCC2)c2nonc2c1[N+](=O)[O-],-7,0.4,-0.7,20
CC(C)(C)C(=O)CSc1nc(-c2ccccc2)cc(-c2cccc(F)c2)c1C#N,-4,-0.1,0.9,8
CCOC(=O)COc1ccc(C(C2=C(O)CC(C)(C)CC2=O)C2C(=O)CC(C)(C)CC2=O)cc1OC (stereo not drawn),6,-0.2,-1.5,0
